KCNQ1 act – potentiators or activators of human KCNQ1 potassium channel. P51787. CHO-K1 KCNQ1, thallium flux FluxOR fluorescence; hits give high values. B-score at 10 µM. 0.35% of 310,000 active;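 active = fluorescence ratio B-score, a plate-corrected score, at least three library SD, with initial intensity B-score within 5 SD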
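Assay system: CHO-K1 cells stably expressing KCNQ1; Medium: assay buffer with matched DMSO; Also added: K+/Tl+ depolarizing stimulus; Dosing: single dose; Timing: dye 90 min, compound 20 min, room temperature; Measured by: kinetic FluxOR thallium fluorescence, 10-s 1-Hz baseline, 110-s post-stimulus read; Read-out: peak-minus-minimum fluorescence over initial fluorescence, negative-control normalized, B-scored.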
TRPC4 act – opens the mouse TRPC4 cation channel. Q9QUQ5. HEK293 TRPC4beta/mu-opioid, Fluo4 calcium fluorescence; hits give high values. B-score at 10 µM. 0.49% of 310,000 active. AID 2237;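 active = B-score above 5 SD of library B-scores, and initial fluorescence ratio not above library mean plus 5 SD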;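 note: positive B-score marks a calcium rise read as TRPC4 activation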
Target sequence (Q9QUQ5 whole entry, looked up): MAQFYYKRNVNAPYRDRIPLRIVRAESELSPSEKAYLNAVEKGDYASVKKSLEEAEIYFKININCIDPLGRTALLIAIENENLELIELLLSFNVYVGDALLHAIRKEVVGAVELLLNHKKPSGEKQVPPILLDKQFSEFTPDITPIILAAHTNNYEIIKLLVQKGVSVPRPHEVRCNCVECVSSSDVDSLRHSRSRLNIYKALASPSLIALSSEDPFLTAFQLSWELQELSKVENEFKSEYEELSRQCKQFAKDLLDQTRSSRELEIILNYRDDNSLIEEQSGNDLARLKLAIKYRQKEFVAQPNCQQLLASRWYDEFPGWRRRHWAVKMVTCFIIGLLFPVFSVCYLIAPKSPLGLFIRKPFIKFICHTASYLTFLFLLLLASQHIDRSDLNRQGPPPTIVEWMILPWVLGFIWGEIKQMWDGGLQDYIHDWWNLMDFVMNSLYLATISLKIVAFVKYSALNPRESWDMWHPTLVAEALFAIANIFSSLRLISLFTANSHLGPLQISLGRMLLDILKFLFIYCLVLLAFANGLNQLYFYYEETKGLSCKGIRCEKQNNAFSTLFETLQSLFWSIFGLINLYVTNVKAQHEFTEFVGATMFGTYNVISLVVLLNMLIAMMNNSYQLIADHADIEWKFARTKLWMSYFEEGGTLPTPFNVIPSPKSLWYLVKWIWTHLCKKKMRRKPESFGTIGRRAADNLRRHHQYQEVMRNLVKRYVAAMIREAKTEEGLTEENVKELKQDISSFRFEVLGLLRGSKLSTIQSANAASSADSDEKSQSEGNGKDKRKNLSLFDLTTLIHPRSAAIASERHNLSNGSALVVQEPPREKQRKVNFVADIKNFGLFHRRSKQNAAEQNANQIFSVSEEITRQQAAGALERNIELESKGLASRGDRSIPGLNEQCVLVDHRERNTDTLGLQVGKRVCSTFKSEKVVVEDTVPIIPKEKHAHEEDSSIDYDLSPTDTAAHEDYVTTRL
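Test system: HEK293 cells stably co-expressing mouse TRPC4beta and mu-opioid receptor | Schedule: Fluo4 dye loading 45 min at room temperature, 110 s recording | Measured by: Kinetic Fluo4 calcium fluorescence, 5 s baseline at 1 Hz | Evaluation: B score of integrated ratio | Controls: Buffer (low) and maximal DAMGO (high)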
TMEM16A inh – blocks the mouse calcium-activated chloride channel TMEM16A. Q8BHY3. HEK293 TMEM16A/YFP iodide influx fluorescence, ionomycin. normalized B-score (activity score, 25-100; higher = stronger inhibition) at 10 µM. 1.2% of 310,000 active;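 active = ratio plate-corrected score three or more library SD toward inhibition, starting fluorescence score within five deviations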;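 note: score derived from kinetic fluorescence span divided by baseline fluorescence per well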
KCNK9 block – inhibitors of human KCNK9 two-pore domain potassium channel. 1.2% of 310,000 active. Q9NPC2. HEK293 KCNK9, FluxOR thallium flux fluorescence; hits give low values. B-score at 10 µM;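 active = ratio B-score over 3 SD below the library mean, with starting fluorescence within 5 SD of its mean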;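 note: negative B-score means less thallium flux so channel inhibition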
TRPC4 potent – allosterically enhances the mouse TRPC4 cation channel; Q9QUQ5; B-score at 10 µM; 0.42% of 310,000 active; HEK293 TRPC4beta/mu-opioid, DAMGO EC20, Fluo-4 Ca2+ flux; hits give high values; AID 2227;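 active = B-score of calcium response area above 5 SD of library B-scores, with initial fluorescence ratio within 5 SD of library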;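 note: B-score of integrated fluorescence ratio over time as area under calcium response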
KCNQ1 inh – blocks the human KCNQ1 potassium channel. P51787. CHO-K1 KCNQ1, FluxOR thallium flux fluorescence; hits give high values. B-score at 10 µM. 1.3% of 310,000 active;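 active = compounds whose thallium flux B-score, printed positive for inhibition, exceeds three library SD while starting fluorescence stays within three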;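 note: channel opened by potassium depolarization with thallium stimulus after 20 min compound exposure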
DYRK1A inh – inhibitors of rat Dyrk1A kinase. Q63470. ADP-Glo luminescence, NFATc1 peptide. inhibition, % at 12.5 µM. 0.43% of 310,000 active; in the data active = inhibition above about 50%;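 note: plate controls were vehicle with enzyme for no effect and no enzyme for full effect; many of its hits are not listed in these tables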
KCNK3 block – human KCNK3 channel inhibition, primary screen. CHO-KCNK3 thallium flux, FluxOR fluorescence; hits give low values. B-score at 10 µM. 0.84% of 340,000 active;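 active = B-score under library mean minus 4 SD, starting fluorescence ratio at most library mean plus 5 SD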;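 note: more negative B-score means stronger inhibition of thallium flux through KCNK3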
HDAC3 inhib – inhibitors of human histone deacetylase 3; recombinant HDAC3, fluorogenic peptide/trypsin coupled, fluorescence; inhibition, % at 8.3 µM; 0.15% of 320,000 active; in the data active = inhibition above about 26%, passing the limit was not always enough
TMEM16A act – activates or potentiates the mouse TMEM16A chloride channel | 0.3% of 340,000 active | B-score at 10 µM | AID 623877 | HEK293 TMEM16A/YFP-H148Q/I152L, iodide quench fluorescence; hits give low values;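 active = fluorescence-ratio B-score plate-corrected deviation score at least 3 library SD below zero, with starting fluorescence score within 5 deviations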;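 note: channel opened by trigger with iodide after compound preincubation; score built on the fluorescence ratio of max minus min over baseline; more negative score means more quench and so TMEM16A activation or potentiation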
hERG rescue – shields human hERG channel from block by proarrhythmic agents. activation (rescue from dofetilide block), less the hit threshold, % at 10 µM. CHO-hERG, FluxOR thallium flux, dofetilide IC70 present. Q12809. 0.51% of 310,000 active;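 active = activation above the mean of controls blocked by dofetilide plus 5 SD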;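 note: thallium influx through hERG after potassium depolarization seen as dye fluorescence rise; in these data hits start at about 4.7%; inactives centre near -7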
The depositor's hits bear a star; i = inactive; nt = no result given.

SMILES	KCNQ1 act	TRPC4 act	TMEM16A inh	KCNK9 block	TRPC4 potent	KCNQ1 inh	DYRK1A inh	KCNK3 block	HDAC3 inhib	TMEM16A act	hERG rescue
Cc1cc(NC(=O)CSc2nc(N)c(NC(=O)c3ccc(F)c(F)c3)c(=O)[nH]2)no1	i	i	i	i	i	i	3	i	-2	i	-8
Cc1[nH]c2ccccc2c1C(=O)CSc1nc2ccccc2c(=O)n1-c1ccccc1F	i	i	i	i	i	i	nt	nt	1	nt	-7
COc1ccc(C(=O)OCC(=O)NC(=O)NC2CCCC2)c(O)c1	i	i	i	i	i	i	nt	i	0	i	-22
Cc1ccc(S(=O)(=O)n2cccc2C)cc1	i	i	i	i	i	i	nt	i	-2	i	-2
Cc1ccc(C(=O)OCC(=O)NNC(=O)c2cccs2)c(O)c1	i	i	i	i	i	i	5	i	-8	i	-13
CCCn1nnnc1NCc1ccc(Cl)cc1Cl	i	i	i	i	i	i	nt	i	-6	i	-8
O=C(NCC(=O)N(Cc1cccs1)C(C(=O)NC1CCCCC1)c1ccco1)c1cccs1 (stereo not drawn)	i	i	i	i	i	i	-4	i	0	i	-41
COc1ccc(/C=N/NC(=O)c2[nH]c3ccc(C)cc3c2-c2ccccc2)c(C(=O)O)c1OC	i	i	i	i	i	i	7	i	-13	i	-7
CCCCc1nnc(SCc2ccc(OCC)cc2)n1N	i	i	i	i	i	i	11	i	-1	i	-15
O=C(CSc1nnc2c(n1)[nH]c1ccc(F)cc12)OCc1ccccc1	i	i	i	i	i	i	-11	i	-2	i	-14
CCCc1nc(SC2CCCC2)c2c(=O)n(C)c(=O)n(C)c2n1	i	i	i	i	i	i	2	i	nt	i	-11
O=C(Nc1ccccc1)c1ccc(OC(=O)c2ccccc2)cc1	i	i	i	i	i	i	-1	i	4	i	-8
O=C(CN1C(=O)S/C(=C/c2cc(Br)cs2)C1=O)N1CCOCC1	i	i	i	i	i	i	0	i	-1	i	-10
Nc1nncn1C(=O)c1ccccc1Cl	i	i	i	i	i	i	0	i	-1	i	-3
CCOC(=O)c1sc(NC(=O)CCN2CC(C)OC(C)C2)c(C(=O)OCC)c1C (stereo not drawn)	i	i	i	i	i	i	nt	nt	1	nt	-11
CCc1nnc(NS(=O)(=O)c2ccc(NC(=S)NC(=O)/C=C/c3ccc([N+](=O)[O-])cc3)cc2)s1	i	i	i	i	i	i	-7	i	2	i	-13
c1ccc2c(C3=NNC(=NC4CCCCC4)SC3)c[nH]c2c1	i	i	i	i	i	i	7	i	-3	i	-9
CCc1ccc(OCC(=O)NC(NC(=S)Nc2ccccc2OC)C(Cl)(Cl)Cl)cc1 (stereo not drawn)	i	i	i	i	i	i	-7	i	2	i	-7
Cc1cccc(OCC(=O)Nc2ccc(N3CCN(S(C)(=O)=O)CC3)cc2)c1	i	i	i	i	i	i	3	i	4	i	-10
C/C(=N\O)C(=O)Nc1ccccc1	i	i	i	i	i	i	-4	i	3	i	-8
CC(NC(=O)C1CCN(S(=O)(=O)c2cccc3nonc23)CC1)c1ccccc1 (stereo not drawn)	i	i	i	i	i	i	-10	i	-6	i	-3
O=C(CNC1CCCCC1)Nc1ccc(S(=O)(=O)N2CCCCC2)cc1	i	i	i	i	i	i	0	i	5	i	-6
O=C(Cn1ccc2ccccc2c1=O)NCCC(=O)N1CCN(c2ccccc2)CC1	i	i	i	i	i	i	4	i	-2	i	-11
COc1ccc(S(=O)(=O)N2CCCC2c2cccs2)cc1 (stereo not drawn)	i	i	i	i	i	i	nt	i	3	i	-12
COC(=O)c1c(NC(NC(C)=O)C(Cl)(Cl)Cl)sc2c1CCCC2 (stereo not drawn)	i	i	i	i	i	i	-11	i	6	i	-15
Cn1cc(CCNC(=O)CC2C(=O)NCCN2Cc2cccc(Oc3ccccc3)c2)cn1 (stereo not drawn)	i	i	i	i	i	i	0	i	5	i	-6
COCCn1c(SCC(=O)Nc2ccc(C)cc2C)nc2c(oc3ccccc32)c1=O	i	i	i	i	i	i	-5	i	4	i	-5
CCc1ccc2c(c1)C(=O)C(=O)N2CCS(=O)(=O)c1ccccc1	i	i	i	i	i	i	-6	i	-1	i	-5
COC(=O)c1cccc(C(=O)N2CCCC(C(=O)c3ccccc3OC)C2)c1 (stereo not drawn)	i	i	i	i	i	i	-4	i	-3	i	-3
CCC1CN(C(=O)N2CCC(C(=O)NCc3ccccc3OC)CC2)c2cc(C)ccc2O1 (stereo not drawn)	i	i	i	i	i	i	3	i	-1	i	-27
CCN(CC)CC(=O)c1c[nH]c2ccccc12	i	i	i	i	i	i	3	i	-2	i	-6
O=C(CSc1ccc2nnc(CCNC(=O)c3ccccc3)n2n1)Nc1ccccc1	i	i	i	i	i	i	-2	i	-4	i	-2
CCCCc1ccc(NC(=O)OC)cc1	i	i	i	i	i	i	4	i	-2	i	-6
CC1CN(CC(=O)Nc2cc(S(=O)(=O)N3CCCC3)ccc2Cl)CC(C)O1 (stereo not drawn)	i	i	i	i	i	i	-6	i	-1	i	-8
O=C(NCCC1=CCCCC1)c1cc(S(=O)(=O)N2CCCCC2)ccc1Cl	i	i	i	i	i	i	1	i	-5	i	-5
COC(=O)c1cc2c(=O)c3ccccc3oc2nc1C	i	i	i	i	i	i	-5	i	0	i	-4
O=C(NC1CCCCC1)NC1C2CC3CC(C2)CC1C3 (stereo not drawn)	i	i	i	i	i	i	1	i	4	i	-2
COc1cccc(C(=O)Nc2ccc(S(=O)(=O)Nc3nccc(C)n3)cc2)c1	i	i	i	i	i	i	4	i	-1	i	-4
COc1cc(C(=O)Nc2nc(C)cc(C)n2)cc(OC)c1OC	i	i	i	i	i	i	2	i	-2	i	-8
CCOc1ccc(CCn2c(-c3ccco3)nc3ccccc3c2=O)cc1OCC	i	i	i	i	i	i	5	i	4	i	-30
CCOC(=O)/C(=N\Nc1ccc(Br)cc1)N1CC(C)OC(C)C1 (stereo not drawn)	i	i	i	-18*	i	i	-1	i	6	i	-11
Cc1ccc2oc(C(=O)N(Cc3nccn3C)C(C)C)c(C)c2c1	i	i	i	i	i	i	-1	i	-4	i	-9
O=C1/C(=C\c2cc(Cl)c(O)c(Cl)c2)SC(=S)N1Cc1ccccc1	i	97*	i	i	35*	i	6	i	10	i	-31
CN(C)Cc1ccc(F)cc1Sc1ccc(Cl)cc1Cl	i	i	i	i	i	i	-3	i	12	i	-12
O=C(NCc1ccccc1C(F)(F)F)C1CC(O)CN1C(=O)Nc1ccccc1 (stereo not drawn)	i	i	i	i	i	i	nt	i	-14	i	-2
CCC(=O)Nc1ccc(OCc2nc3ccccc3s2)cc1	i	i	i	i	i	i	3	i	7	i	-10
COc1ccc(C(=O)NCc2nc3ccccc3[nH]2)cc1OC	i	i	i	i	i	i	0	i	nt	i	-10
COc1ccc(-c2nn(-c3ccccc3)cc2C(=O)n2nnc3ccccc32)cc1	i	i	i	i	i	i	-1	i	-9	i	-4
O=C1OCc2ccc(NC(=O)c3sccc3Cl)cc21	i	i	i	i	i	i	nt	i	1	i	-5
O=C(Cn1cc2c(n1)CCCC2)N1CCc2ccccc21	i	i	i	i	i	i	-2	i	4	i	-9
CCCc1nnc(NC(=O)CCC(=O)Nc2ccc(Cl)cc2)s1	i	i	i	i	i	i	-2	i	6	i	-3
CC(C)CCNC(=O)c1ccc2c(SCC(=O)O)c3c(nc2c1)CCC3	i	i	i	i	i	i	1	i	1	i	-8
O=C1c2oc3ccccc3c(=O)c2C(c2cccc(O)c2)N1CCCN1CCOCC1 (stereo not drawn)	i	i	i	i	i	i	-1	i	1	i	-6
Cc1ccc(-c2csc(C3=C(O)CN(NC(=O)c4ccc([N+](=O)[O-])cc4)C3=N)n2)cc1	i	i	i	i	i	i	0	i	-2	i	-8
O=C(O)CN(c1ccccc1)S(=O)(=O)c1cc(C(F)(F)F)cc(C(F)(F)F)c1	i	i	i	i	i	i	3	i	-7	i	-4
CC(=O)c1ccc(Nc2ccc([N+](=O)[O-])c3nonc23)cc1	i	i	i	i	i	i	nt	i	3	i	-7
Cn1c(=O)c2c(nc(Sc3nc4ccccc4n3CC(=O)N3CCCCC3)n2C)n(C)c1=O	i	i	i	i	i	i	0	i	-2	i	-8
COCC(=O)N(Cc1cc2cc(OC)ccc2[nH]c1=O)c1ccccc1OC	i	i	i	i	i	i	4	i	1	i	-6
O=C(NCC1CCCN(C(=O)c2cc(Cl)ccc2F)C1)c1ccc(F)cc1 (stereo not drawn)	i	i	i	i	i	i	7	i	-2	i	-6
Cc1ccc(S(=O)(=O)N2CCC(=O)N2)cc1	i	i	i	i	i	i	2	i	-1	i	-9
Next part
SMILES	KCNQ1 act	TRPC4 act	TMEM16A inh	KCNK9 block	TRPC4 potent	KCNQ1 inh	DYRK1A inh	KCNK3 block	HDAC3 inhib	TMEM16A act	hERG rescue
NC(=O)c1sc2nc3c(c(-c4ccco4)c2c1N)CCC3	i	i	i	i	i	i	8	i	9	i	-5
CCOc1ccc(N/C=C/C(=O)c2ccccc2)c([N+](=O)[O-])c1	i	i	i	i	i	i	8	i	-1	i	-7
O=C(O)c1ccc(N/N=C/c2cc(Br)cs2)cc1	i	i	i	i	i	i	nt	i	6	i	-9
CCn1cc(C(=O)N2CCc3ccccc3C2)c(=O)c2cc(S(=O)(=O)N3CCCCC3)ccc21	i	i	i	i	i	i	nt	nt	2	nt	-3
C=CCn1c(=O)c(C(=O)Nc2ccccc2C(=O)OCC)c(O)c2ccccc21	i	i	i	i	i	i	-7	-9.9*	3	i	-14
O=C(Cc1ccccc1)NC(=S)Nc1cc(C(F)(F)F)ccc1Cl	i	i	i	i	i	i	7	i	-4	i	-4
CNS(=O)(=O)c1ccc(OC)c(-c2nnc3c4ccccc4c(C)nn23)c1	i	i	i	i	i	i	-2	i	-4	i	-9
COc1ccccc1N1CCN(C(=S)Nc2ccc3nc(N4CCOCC4)cc(C)c3c2)CC1	i	i	i	i	i	i	4	i	nt	i	-10
N#Cc1c(-c2ccccc2)nc(SCC(=O)Nc2ccccc2F)[nH]c1=O	nt	nt	i	nt	nt	nt	-5	i	0	i	nt
CC1=CC(C)(C)N2C(=O)C3(N=C(N)NC(Nc4ccccc4)=N3)c3cc(C)cc1c32 (stereo not drawn)	i	i	i	i	i	i	0	i	5	i	2

Source: PubChem BioAssay (several laboratories)

Some of the compounds tested; the hit share may differ from the screen's.
